Screens from PubChem.
S1P2 agonist: activates the human S1P2 receptor | AID 729 | O95136 | 0.46% of 97,000 active | activation, % at 4.5 µM | S1P2-expressing cell line, agonist reporter read-out; in the data active = activation above about 16%;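 note: 0% = vehicle low control and 100% = maximal reference agonist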
Target sequence (O95136 whole entry, looked up): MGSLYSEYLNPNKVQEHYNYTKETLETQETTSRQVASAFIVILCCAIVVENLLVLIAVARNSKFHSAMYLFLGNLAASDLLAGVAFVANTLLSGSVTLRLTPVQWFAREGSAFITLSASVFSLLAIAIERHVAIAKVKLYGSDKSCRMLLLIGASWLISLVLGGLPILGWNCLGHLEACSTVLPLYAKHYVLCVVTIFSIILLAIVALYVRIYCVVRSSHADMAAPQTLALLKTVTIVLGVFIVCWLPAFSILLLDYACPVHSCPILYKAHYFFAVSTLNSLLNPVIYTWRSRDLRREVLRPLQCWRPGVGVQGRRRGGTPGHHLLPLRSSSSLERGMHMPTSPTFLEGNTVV
Ecoli WT expand: E. coli BW25113 growth inhibition, expanded screen. OD600 absorbance. growth inhibition, % at 100 µM. 0.15% of 98,000 active. AID 710;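 active = growth inhibition above about 50% at one test dose, limit read from the data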;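 note: growth measured after 20 h incubation at 37 °C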
S1P2 antag: S1P2 (human) receptor antagonism; O95136; cell-based S1P2 antagonist assay, inhibition at 5 uM; inhibition, % at 5 µM; 0.21% of 97,000 active; AID 736; in the data active = inhibition above about 45%;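 note: CRE beta-lactamase reporter cells expressing human S1P2 stimulated with S1P; 0% = agonist at EC80 alone and 100% = agonist plus reference antagonist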
CD11b adhes inh: CD11b/CD18-fibrinogen binding inhibition | K562 CD11b/CD18 adhesion to fibrinogen, ATPlite luminescence; Mn2+ added to activate the integrin | P05107+P11215 | 0.54% of 93,000 active | AID 1497 | inhibition, % at 10 µM;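 active = primary inhibition of 50% or more at 10 µM, then 40% or more on retest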; note: some results filed as inactive read as strong as hits
Target sequence (P05107 whole entry, looked up, other chains not shown): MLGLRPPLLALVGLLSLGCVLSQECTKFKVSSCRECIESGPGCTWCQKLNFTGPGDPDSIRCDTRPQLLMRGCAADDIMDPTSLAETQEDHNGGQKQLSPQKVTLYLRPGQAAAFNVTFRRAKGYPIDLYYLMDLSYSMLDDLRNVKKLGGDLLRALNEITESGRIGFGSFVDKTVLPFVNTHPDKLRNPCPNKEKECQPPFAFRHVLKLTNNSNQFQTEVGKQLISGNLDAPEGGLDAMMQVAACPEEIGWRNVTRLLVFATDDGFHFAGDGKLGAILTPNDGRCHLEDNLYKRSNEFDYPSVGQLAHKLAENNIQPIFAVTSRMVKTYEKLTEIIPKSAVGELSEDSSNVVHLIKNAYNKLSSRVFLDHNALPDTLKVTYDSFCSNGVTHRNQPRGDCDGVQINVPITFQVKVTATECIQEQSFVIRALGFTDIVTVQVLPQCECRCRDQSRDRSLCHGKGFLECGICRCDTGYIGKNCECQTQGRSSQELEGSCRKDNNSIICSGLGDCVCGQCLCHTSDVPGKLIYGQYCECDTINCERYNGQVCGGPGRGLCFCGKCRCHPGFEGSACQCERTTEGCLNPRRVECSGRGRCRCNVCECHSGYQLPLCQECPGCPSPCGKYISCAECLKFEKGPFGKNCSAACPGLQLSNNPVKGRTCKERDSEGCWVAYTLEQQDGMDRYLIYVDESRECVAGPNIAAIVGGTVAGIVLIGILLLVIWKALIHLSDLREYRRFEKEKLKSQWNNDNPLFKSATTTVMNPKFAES
PostGolgi yeast: growth inhibition of a yeast mutant, post-Golgi transport screen | 0.9% of 98,000 active | post-Golgi transport phenotypic cell assay | AID 739 | inhibition, % at 10 µM;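 note: yeast cells grown in 1536-well plates; yeast grown about 18 h at 30C before absorbance read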
PostGolgi ctrl: inhibits growth of the yeast control strain | efflux-deficient yeast background strain, growth absorbance A615, 16 h | inhibition, % at 10 µM | 5% of 98,000 active | AID 738
PLAP activator: activates human placental alkaline phosphatase. P05187. purified PLAP enzyme, luminescent substrate read-out; active compounds read high. activation fold at 20 µM. 1.2% of 96,000 active. AID 696; in the data active = activation fold above about 2
sEH inh: inhibitors of human soluble epoxide hydrolase | recombinant human sEH enzymatic activity assay | 0.34% of 91,000 active | inhibition, % at 2 µM | P34913 | AID 707; in the data active = inhibition above about 80%; note: values of inactives mirror those of a sister screen read the other way; many of its hits are not listed in these tables
sEH activator: increases human soluble epoxide hydrolase activity; activation, % at 2 µM; P34913; 0.04% of 91,000 active; purified human sEH enzymatic activity, activator screen; in the data active = activation above about 37%; note: values of inactives mirror those of a sister screen read the other way
Numbers without * were called inactive; / = no result given. Cut-off read from the data, not from the text of the source, unless noted: active = inhibition above about 30%; inactive = the rest. The order is random; any-hit rate near 7.1%.

SMILES	S1P2 agonist	Ecoli WT expand	S1P2 antag	CD11b adhes inh	PostGolgi yeast	PostGolgi ctrl	PLAP activator	sEH inh	sEH activator
CC(C)N1C(=S)SC(C)(C)C1n1oc(=O)n(-c2ccc(Cl)c(Cl)c2)c1=O (stereo not drawn)	-2	/	-16	/	/	/	/	-20	23
c1ccc2c(c1)C(=NCC1CCCO1)NC2=NCC1CCCO1 (stereo not drawn)	-11	0	6	-20	-2	0	1.1	3	-5
Cc1ccccc1Nc1nc(N)nc(CSc2nc3ccccc3c(=O)n2C)n1	4	3	-11	10	1	8	1	-3	1
COc1ccccc1NC(=O)CCC(=O)Nc1ccccc1OC	-6	0	-7	-11	16	0	0.8	-30	33
CC(=O)N1CCN(CCN(CC2C(C)C=C(C)CC2C)C(C)=O)CC1 (stereo not drawn)	-3	3	-21	-26	0	17	1.6	-1	0
CCOC(=O)C1CCCN(C(=O)c2ccc(OC(C)=O)cc2)C1 (stereo not drawn)	-3	-6	25	-2	4	-3	1	0	1
CCN(CC)CCNc1nc2c(c(=O)[nH]c(=O)n2C)n1CC(O)COc1ccc(Cl)cc1Cl (stereo not drawn)	-4	2	-12	8	4	16	2*	14	-15
CCCOC(=O)Nc1ccc(N2CCCCC2)cc1	-2	3	-6	5	1	8	1.2	-7	8
CC1(C)CC(=O)c2c(Cc3ccccc3)n[nH]c2C1	-5	-1	16	4	9	2	1.5	0	-1
COc1ccccc1Nc1nc(N)nc(CN2CCN(c3ccccc3)CC2)n1	-5	7	13	4	4	17	1.4	-7	8
COC(=O)c1cc(Br)c(=O)n(CCN2CCCCC2)c1	0	7	3	-2	-3	0	1	10	-9
CCOc1ccc2[nH]c(=O)c(CN(CC3CCCN3CC)C(=O)NCc3ccccc3)cc2c1 (stereo not drawn)	/	4	/	-2	1	2	1.6	/	/
O=C(C1CCN(S(=O)(=O)c2ccccc2)CC1)N(CCc1ccccc1)Cc1ccco1	-9	-18	2	-3	22	7	1.6	5	-5
c1ccc2c(c1)CNC1(CCCCC1)C2	-3	12	-12	-1	12	-4	0.8	-16	18
CCOC(=O)c1ccccc1NS(=O)(=O)c1ccc(OCC)cc1	-3	0	-21	16	0	17	1	-11	14
CCOC(=O)N1CCN(Cc2c(F)cccc2F)CC1	-10	2	9	-16	1	0	0.9	-16	19
Cc1nn(Cc2c(Cl)cccc2Cl)c(C)c1NC(=O)c1cc(C(C)C)on1	6	3	30	-3	-10	-2	1.2	-4	6
C=CC[n+]1c(-c2ccc(OC)c(OC)c2)csc1NNC(=O)Nc1ccccc1	0	0	10	/	-2	12	0.9	54	-55
CSc1nc(-c2ccc(Cl)cc2)nn1S(=O)(=O)c1ccc(Cl)cc1	-3	/	3	/	/	/	/	9	-7
Cc1cccc(S(=O)(=O)Nc2cccc(-c3cn4ccsc4n3)c2)c1	-6	-10	4	-2	12	46*	1.3	2	0
COc1ccccc1NC1=C(C)C(=O)CC1	-3	-7	-2	/	2	-1	1.1	15	-13
CCOc1ccccc1Oc1coc2cc(OC(=O)c3ccco3)ccc2c1=O	-3	-1	17	-8	-10	4	1	-16	10
CC(=O)Cn1c(CN2CC(C)CC(C)C2)nc2c1c(=O)n(C)c(=O)n2C (stereo not drawn)	-9	-1	20	10	6	-2	1	/	/
CCN1CCN(C(=O)c2ccc(CS(=O)(=O)Cc3ccccc3F)o2)CC1	-6	6	2	-12	-1	-2	0.8	-13	12
Cc1cc(-n2c(C)cc(C(=O)CSc3nnc4sc5ccccc5n34)c2C)no1	-2	2	-14	2	15	9	1.1	-7	7

Going on with the list:
SMILES	S1P2 agonist	Ecoli WT expand	S1P2 antag	CD11b adhes inh	PostGolgi yeast	PostGolgi ctrl	PLAP activator	sEH inh	sEH activator
O=C(CC1SC(=NC2CCCCC2)NC1=O)Nc1ccccc1 (stereo not drawn)	-1	6	10	/	19	-12	/	-23	21
CC1CN(C(NC(=O)C(C)(C)C)C(Cl)(Cl)Cl)CC(C)O1 (stereo not drawn)	-3	7	10	/	1	6	1	7	-4
COc1ccc(NS(=O)(=O)c2ccc(NS(=O)(=O)c3ccc(SC)cc3)cc2)c(OC)c1	-3	-2	0	-7	-1	-4	1.3	-6	2
Cc1cc(C)n(S(=O)(=O)c2cc(C)c(C)cc2C)n1	-5	-6	2	-1	4	10	1.1	6	-7
CC(C)Cc1nnc(NC(=O)CSc2ncn[nH]2)s1	-5	/	3	/	/	/	/	-3	1
CCOC(=O)c1nc2sc3c(c2c(=O)[nH]1)CCCC3	-1	-5	28	0	-3	-2	1	-12	11
O=C(OCc1ccc2c(c1)OCO2)c1ccc(S(=O)(=O)N2CCCCC2)cc1	1	-8	16	/	-4	6	1.2	-19	17
O=C(O)[C@H](Cc1ccccc1)N1C(=O)c2ccncc2C1=O	-5	-6	5	-4	0	5	0.9	9	-12
CCc1ccc2[nH]c(=O)c(CN(CCCO)C(=O)NCc3ccccc3)cc2c1	-4	3	-19	12	23	-1	1.4	0	2
COc1cc(C2NC(=O)NC(C)=C2C(=O)Nc2cccc(C)c2C)cc(OC)c1OC (stereo not drawn)	-7	4	-13	/	1	3	/	6	-2
O=C(c1ccc2c(=O)n(C3CCCC3)c(=S)[nH]c2c1)N1CCc2ccccc21	-9	-5	16	56	67*	99*	1	2	-4
CC(C)OC(=O)CCNc1n[nH]c(=O)[nH]c1=O	-7	6	-16	-27	2	-3	0.9	17	-14
COc1ccccc1-c1nc(S(=O)(=O)c2ccc(Cl)cc2)c(N(C)C)o1	-4	8	4	7	11	24	1	3	-1
O=C(NCc1cccc(Cl)c1)c1ccc2c(c1)OCO2	-3	14	-2	-14	-7	16	0.9	10	-6
CCN(CC)C(=O)CN(Cc1ccccc1)S(=O)(=O)c1ccc(F)cc1	-9	5	1	-14	-3	4	0.8	-17	17
CCOc1ccccc1C1C(C(=O)Nc2ccccc2OC)=C(C)Nc2nnnn21 (stereo not drawn)	/	-5	/	-14	2	11	0.9	/	/
CCn1c(SCC(=O)c2ccc(Cl)s2)nnc1-c1cccs1	-3	1	6	2	2	12	1	0	-2
COc1ccccc1-c1cc(C(=O)Nc2c(C)n(C)n(-c3ccccc3)c2=O)no1	-6	-2	6	2	10	5	1.1	-3	4
N#Cc1c(NC(=O)CSc2ncccn2)oc(-c2ccccc2)c1-c1ccccc1	-4	/	-4	/	/	/	/	14	-11
CN(CCNC(=O)C1(O)c2ccccc2NC(=O)N1c1ccccc1)Cc1ccccc1 (stereo not drawn)	/	1	/	5	-2	4	1.2	/	/
CCOC(=O)/C(=N\Nc1ccccc1)c1csc(Nc2ccc(C)cc2)n1	-11	-9	22	-5	-7	4	0.9	5	-6
CC(C)Cn1c(NCCN(C)C)nc2c1c(=O)[nH]c(=O)n2C	-3	-7	-8	-3	0	-6	1	-6	4
Cn1c(=O)n(C)c2cc(C(=O)Nc3ccc4c(c3)OCO4)ccc21	-6	-8	4	2	-5	1	1	12	-10
O=C1c2ccccc2C(=O)N1CCSc1n[nH]c(=S)s1	-12	5	12	-2	4	6	1.1	-1	-1
O=S(=O)(c1cc(Cl)ccc1Cl)N1CC2CCCN2c2ccc(C(F)(F)F)cc21 (stereo not drawn)	-1	-10	11	/	-4	10	0.9	-3	4

Reformatted with two lines to a compound: part of the list above
Second line of a record: S1P2 agonist | Ecoli WT expand | S1P2 antag | CD11b adhes inh | PostGolgi yeast | PostGolgi ctrl | PLAP activator | sEH inh | sEH activator
O=C(c1ccc2c(=O)n(C3CCCC3)c(=S)[nH]c2c1)N1CCc2ccccc21
  -9 | -5 | 16 | 56 | 67* | 99* | 1 | 2 | -4
O=C(O)[C@H](Cc1ccccc1)N1C(=O)c2ccncc2C1=O
  -5 | -6 | 5 | -4 | 0 | 5 | 0.9 | 9 | -12
O=C1c2ccccc2C(=O)N1CCSc1n[nH]c(=S)s1
  -12 | 5 | 12 | -2 | 4 | 6 | 1.1 | -1 | -1
CC1CN(C(NC(=O)C(C)(C)C)C(Cl)(Cl)Cl)CC(C)O1 (stereo not drawn)
  -3 | 7 | 10 | / | 1 | 6 | 1 | 7 | -4

The list goes on:
SMILES	S1P2 agonist	Ecoli WT expand	S1P2 antag	CD11b adhes inh	PostGolgi yeast	PostGolgi ctrl	PLAP activator	sEH inh	sEH activator
COc1ccc(C(C(=O)NC2CCCCC2)N(C(=O)CCCC(=O)Nc2ccccn2)c2ccc3c(c2)OCCO3)cc1 (stereo not drawn)	-9	-2	20	/	3	11	1.2	9	-6
Cn1c(=O)c2c(ncn2CC(=O)Nc2ccc(Cl)cc2Cl)n(C)c1=O	-4	1	12	-5	-5	10	1.1	-20	17
COc1ccc(NCc2cc3cc(OC)ccc3[nH]c2=O)cc1	-5	-3	3	-7	0	7	0.7	/	/
CC(=O)Nc1ccc(NC(=O)CN2CCN(c3cccc(C(F)(F)F)c3)CC2)cc1	-5	-2	2	0	-7	6	1.1	1	-2
O=C(CN1C(=O)COc2ccc(Cl)cc21)N1CCc2ccccc21	-2	-9	-4	2	4	18	0.8	-7	5
CCN(CC)C(=O)C1CCN(S(=O)(=O)c2cccc3nonc23)CC1	-3	1	-9	9	3	10	1.3	-14	11
COCCCNC(=O)c1ccc2c(c1)CCN2S(C)(=O)=O	-1	2	-5	-15	3	3	0.9	-16	17
Cn1nc(CC(=O)NCc2ccc(C(F)(F)F)cc2)c2ccccc2c1=O	-4	-1	62*	8	-4	3	0.9	7	-9
CCCCCN=Cc1c(C)[nH]n(-c2nc3ccccc3s2)c1=O	-6	5	6	14	17	3	1.6	5	-5
CC(C)NC(=O)COc1ccc(Cl)cc1Cl	1	9	-7	6	-2	12	0.8	4	-8
Cc1ccc(NC(=O)c2cc(N3CCOCC3)nc3ccccc23)cc1	-5	-6	23	1	-2	28	1	4	-5
CN(CC(=O)NCCc1ccccc1)S(=O)(=O)c1ccc(Br)cc1	-3	-3	11	-15	-5	3	1.1	-4	5
Cc1nn(Cc2ccccc2Cl)c2sc(C(=O)NCCCn3ccnc3)cc12	0	3	-12	18	-6	8	1.5	4	-5
CCCc1cc(=O)[nH]c(SCC(=O)CSc2nc(CCC)cc(=O)[nH]2)n1	/	7	/	-18	2	-6	1.2	/	/
O=C(CN1CCN(c2ccccn2)CC1)Nc1ccccc1	-1	1	-22	6	-4	3	1.3	6	-4
COC(=O)c1ccccc1NC(=O)CCNC(=O)Cn1cnc2ccccc2c1=O	-12	5	5	10	-3	19	1	/	/
CCC(CO)n1cnnc1-c1ccncc1 (stereo not drawn)	-11	-3	25	-3	5	0	0.9	4	-3
COc1cc(NC(=O)CCNC(=O)Cn2cnc3ccccc3c2=O)cc(OC)c1OC	-2	-5	-8	2	6	22	0.8	1	0
O=C(Nc1sc2c(c1C(=O)O)CCC2)c1cccs1	0	-3	14	0	-5	2	1.2	-16	14
Cc1ccc(C)c(-n2c(C)cc(/C=N/NC(=O)c3c(C)nc4cc(C)ccn34)c2C)c1	-1	/	-8	/	/	/	/	-6	9
CCc1nc(C)ccc1OCC(=O)NCCCN(C)C	-6	6	-12	-22	8	1	1.1	1	-2
O=C(Cn1cc2c(n1)CCCC2)NCCCN1CCCC1	-4	-1	14	-7	-5	6	1	26	-25
O=S(=O)(Nc1ccc(F)cc1)c1ccc(NC(=S)Nc2ccccc2)cc1	-4	8	13	20	-4	3	1	14	-12
O=C(CCC(=O)N1CCN(S(=O)(=O)c2ccc(Cl)cc2)CC1)NC1CCCc2ccccc21 (stereo not drawn)	-5	-7	-2	/	14	0	1.2	5	-1
Oc1ccc(/C=N/NC2=NCCCCC2)c(O)c1	-2	21	-15	-13	-8	-6	1.1	-3	2

Additional records.
SMILES	S1P2 agonist	Ecoli WT expand	S1P2 antag	CD11b adhes inh	PostGolgi yeast	PostGolgi ctrl	PLAP activator	sEH inh	sEH activator
COc1cc(C(=O)OC(C)CN2CCOCC2)cc(OC)c1OC (stereo not drawn)	-14	-3	-16	2	-4	22	1.4	-3	5
CCOC(=O)CNC(=O)CSc1nc2cccnc2n1C1CCCCC1	-4	4	21	5	-6	-12	1	7	-7
Cc1ccccc1NC(=S)NC(NC(=O)c1ccccc1C)C(Cl)(Cl)Cl (stereo not drawn)	-8	-8	10	/	-1	4	1.1	-23	20
COc1ccc(C(=O)/C=C/Nc2ccccn2)cc1	2	4	12	36	-7	9	0.8	-4	4
CCCc1cc(N2CCCC(C(=O)Nc3c(OC)cccc3OC)C2)n2ncnc2n1 (stereo not drawn)	-2	2	-4	11	-1	4	1.2	-15	18
CC(/C=C/c1ccc2c(c1)OCO2)=N\NC(=O)c1cccc([N+](=O)[O-])c1	-3	-2	-8	0	1	-3	1.8	20	-19
